ANO1 block: blocks the mouse calcium-activated chloride channel TMEM16A. Q8BHY3. HEK293 TMEM16A/YFP iodide influx fluorescence, ionomycin. normalized B-score (activity score, 25-100; higher = stronger inhibition) at 10 µM. 310,000 compounds, 1.2% hits. AID 588511;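 active = ratio plate-corrected score three or more library SD toward inhibition, starting fluorescence score within five deviations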;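 note: score derived from kinetic fluorescence span divided by baseline fluorescence per well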
MrgX1 PAM: human MrgX1 positive allosteric modulation, primary screen; 310,000 compounds, 0.63% hits; Q96LB2; B-score at 10 µM; MrgX1-HEK293, Fluo-4 calcium flux, FDSS; active compounds read high; AID 588675;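 active = plate-corrected calcium response at least 3 library SD above typical, normal starting fluorescence, not activating the receptor alone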;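 note: compound read alongside a low EC10 to EC30 dose of BAM8-22 agonist; peak minus trough fluorescence over baseline measured at the second addition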
Target sequence (Q96LB2 whole entry, looked up): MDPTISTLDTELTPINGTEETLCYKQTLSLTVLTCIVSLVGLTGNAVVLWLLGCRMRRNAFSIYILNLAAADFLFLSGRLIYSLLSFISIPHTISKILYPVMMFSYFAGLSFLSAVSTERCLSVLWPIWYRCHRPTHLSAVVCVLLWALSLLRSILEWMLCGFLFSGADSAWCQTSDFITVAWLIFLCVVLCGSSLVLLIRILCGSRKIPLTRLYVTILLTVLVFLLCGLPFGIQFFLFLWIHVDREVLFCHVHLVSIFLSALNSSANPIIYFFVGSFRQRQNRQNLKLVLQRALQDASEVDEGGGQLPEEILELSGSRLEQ
RGS4 block: inhibitors of human RGS4; 310,000 compounds, 0.45% hits; P49798; AID 463165; HEK293 M3R/RGS4 inducible, Fluo-4 calcium flux; active compounds read high; triggered by carbachol at its EC20; B-score at 10 µM;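 active = B-score, a plate-corrected calcium signal, over three deviations above library mean, with baseline fluorescence within five deviations of library mean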;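 note: RGS4 expression induced by doxycycline in cells with stable M3 receptor; B-score is computed from the integrated fluorescence ratio over baseline after carbachol; higher B-score means a larger calcium signal and so more RGS4 inhibition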
Target sequence (P49798 whole entry, looked up): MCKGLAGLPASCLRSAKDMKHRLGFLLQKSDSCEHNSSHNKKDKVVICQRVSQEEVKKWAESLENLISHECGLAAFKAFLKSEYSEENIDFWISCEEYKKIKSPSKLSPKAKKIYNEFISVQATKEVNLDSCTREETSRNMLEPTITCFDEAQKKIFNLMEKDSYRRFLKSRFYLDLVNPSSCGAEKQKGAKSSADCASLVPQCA
RGS4 pot: potentiators or activators of RGS4. B-score at 10 µM. HEK293 M3R/inducible RGS4, carbachol calcium flux Fluo4; active compounds read low. 310,000 compounds, 0.92% hits;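 active = B-score of the integrated calcium signal more than 4 SD below the library mean, with starting fluorescence not abnormally high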;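 note: negative B-score means reduced calcium response which marks RGS4 activation or potentiation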
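Material: M3R-expressing HEK293 line, RGS4 induced by doxycycline | Schedule: Overnight RGS4 induction, 30 min dye load 37 °C, 20 min compound RT | Measured by: Fluo4 fluorescence kinetic imaging of calcium | Read-out: Integrated calcium ratio converted to B score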
TMEM16A act: activators or potentiators of mouse TMEM16A chloride channel | HEK293 TMEM16A/YFP-H148Q/I152L, iodide quench fluorescence; active compounds read low | B-score at 10 µM | 340,000 compounds, 0.3% hits;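 active = fluorescence-ratio B-score plate-corrected deviation score at least 3 library SD below zero, with starting fluorescence score within 5 deviations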;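 note: channel opened by trigger with iodide after compound preincubation; score built on the fluorescence ratio of max minus min over baseline; more negative score means more quench and so TMEM16A activation or potentiation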
HDAC3 inh: inhibitors of human histone deacetylase 3; O15379; recombinant HDAC3, fluorogenic peptide/trypsin coupled, fluorescence; inhibition, % at 8.3 µM; 320,000 compounds, 0.15% hits; in the data active = inhibition above about 26%, passing the limit was not always enough
Target sequence (O15379 whole entry, looked up): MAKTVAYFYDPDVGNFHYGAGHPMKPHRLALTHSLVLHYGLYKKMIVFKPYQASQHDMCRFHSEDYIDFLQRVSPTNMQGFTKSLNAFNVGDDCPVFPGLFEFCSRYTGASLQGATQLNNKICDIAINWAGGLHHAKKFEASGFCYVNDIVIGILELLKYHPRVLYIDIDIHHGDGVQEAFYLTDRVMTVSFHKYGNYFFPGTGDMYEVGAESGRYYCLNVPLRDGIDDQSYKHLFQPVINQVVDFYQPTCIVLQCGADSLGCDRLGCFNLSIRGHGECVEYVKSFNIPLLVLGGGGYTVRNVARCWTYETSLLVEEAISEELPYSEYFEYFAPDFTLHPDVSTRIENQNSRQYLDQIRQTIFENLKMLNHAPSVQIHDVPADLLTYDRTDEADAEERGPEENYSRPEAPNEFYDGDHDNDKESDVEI
TRPC6 inh: inhibitors of mouse TRPC6 channel; B-score at 10 µM; HEK293-TRPC6, membrane potential dye, ACh-evoked depolarization; active compounds read low; Q61143; AID 2553; 310,000 compounds, 1.1% hits;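 active = B-score under library mean minus 3 SD, initial fluorescence not abnormally high, positive integrated signal ratio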;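 note: B-score derived from integrated fluorescence ratio over the kinetic read; more negative B-score means stronger inhibition of depolarization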
MrgX1 ag: agonists of human MrgX1 receptor; B-score at 10 µM; AID 588627; 310,000 compounds, 0.44% hits; MrgX1-HEK293 cells, Fluo-4 calcium fluorescence, agonist mode; active compounds read high;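 active = calcium response B-score plate-corrected fluorescence ratio at least 3 library SD, with starting fluorescence B-score inside 5 SD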
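Assay system: MrgX1-expressing HEK293 cells / Amount: fifteen thousand cells per well / Doses: test compound in the initial addition of three / Timing: cells plated overnight, dye loaded 0.5 h 37 °C, 0.5 h room temperature / Technique: kinetic calcium dye fluorescence, Fluo-4 NW / Control set: positive and negative controls per plate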
SKKanGAS inh: blocks kanamycin growth of S. pyogenes SKKanGAS strain; BacTiter-Glo, 6 h; inhibition, % at 7.5 µM; 300,000 compounds, 1.3% hits; AID 1662;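 active = mean replicate score, as percent of positive control median, at least 50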;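 note: strain carries kanamycin resistance gene driven by streptokinase promoter and grows in 40 µg/ml kanamycin; loss of luminescence reflects streptokinase promoter inhibition or plain growth inhibition; 0% = median of DMSO wells and 100% = positive control at its reference dose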
TRPC6 activator: activators of mouse TRPC6 channel | Q61143 | HEK293-TRPC6 membrane potential dye fluorescence; active compounds read high | B-score at 10 µM | 310,000 compounds, 0.13% hits;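 active = B-score of the integrated fluorescence ratio above library mean plus 3 SD, and starting fluorescence ratio within library mean plus 5 SD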;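 note: higher score means more depolarization so channel activation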
MrgX1 antagonist: human MrgX1 receptor antagonism, primary screen; B-score at 10 µM; MRGX1-HEK293 calcium flux, Fluo-4, BAM8-22 antagonism; active compounds read low; Q96LB2; 310,000 compounds, 1.3% hits; AID 588676;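 active = calcium-response B-score plate-corrected more than 3 library SD below zero, starting fluorescence within 5 deviations, no agonist response on first addition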;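 note: peak minus trough fluorescence over baseline after final BAM8-22 challenge near maximal dose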
* hit, by the source's call; i = inactive; x = no result given.

mol	ANO1 block	MrgX1 PAM	RGS4 block	RGS4 pot	TMEM16A act	HDAC3 inh	TRPC6 inh	MrgX1 ag	SKKanGAS inh	TRPC6 activator	MrgX1 antagonist
OCCCc1nc2ccccc2n1CCCCOc1ccccc1	i	i	i	i	i	-8	i	i	-1	i	i
O=C(N/N=C/c1ccccn1)C(O)c1ccccc1 (stereo not drawn)	i	i	i	i	i	-1	i	i	-3	i	i
Cc1cccn2c(=O)c(C=C(C#N)C#N)c(N3CCN(c4cccc(Cl)c4)CC3)nc12	i	i	i	i	i	-1	i	i	9	i	i
CC1CCCN(C(=O)COC(=O)C2CCN(S(=O)(=O)c3ccc(Cl)c(C(F)(F)F)c3)CC2)C1 (stereo not drawn)	i	i	i	i	i	-9	i	i	-2	i	i
Cc1ccc(NS(=O)(=O)c2ccc(C(=O)NCc3cccnc3)cc2)cc1	i	i	i	i	i	-1	i	i	0	i	i
CCOc1ncc(S(=O)(=O)N2CCN(CC)CC2)cc1C(=O)O	i	i	i	i	i	-1	i	i	-6	i	i
CN(Cc1ccc(Cl)cc1)C(=O)c1cc(S(=O)(=O)N2CCOCC2)ccc1N1CCCC1	i	i	i	i	i	0	i	i	-4	i	i
CC(c1ccncn1)N(C)C(=O)c1ccc2oc(Cc3ccccc3)nc2c1 (stereo not drawn)	i	i	i	i	i	4	i	i	-2	i	i
CCOC(=O)Cc1cc(-c2ccc(OC)cc2)nc2ccc3ccccc3c12	i	i	i	i	i	-5	i	i	5	i	i
COC(=O)CCC(=O)COc1ccccc1C#N	i	i	i	i	i	2	i	i	-8	i	i
Cc1ccc(S(=O)(=O)/C(C#N)=C/c2c(N3CCOCC3)nc3ccccn3c2=O)cc1	x	x	i	i	i	x	i	x	4	i	x
COc1cc2cc(-c3ccc(O)cc3O)nc(C)c2cc1OC	i	i	i	i	i	7	i	i	1	i	i
O=c1c2[nH]c3ccccc3c2ncn1Cc1cccnc1	x	x	i	i	i	x	i	x	3	i	x
Cc1cc(C)c2cc(C(=O)N(C)C3CCN(C)CC3)[nH]c2c1	i	i	i	i	i	-2	i	i	4	i	i
Cc1cccc(NC(=O)Cn2nnc3ccccc32)c1	i	i	i	i	i	1	i	i	-8	i	i
COc1ccc(Cl)cc1C(=O)NNC(=O)c1cccc(S(=O)(=O)N(C)C)c1	i	i	i	i	i	2	i	i	0	i	i
NC(=S)n1[nH]c(-c2ccc([N+](=O)[O-])cc2)c(N=Nc2cccc(Cl)c2)c1=O	x	x	i	i	i	x	i	x	22	i	x
CCOC(=O)CSc1nc(C)c(C(C)=O)cc1C#N	i	i	i	i	i	6	i	i	-1	i	i
CCOC(=O)C(Cc1ccccc1)NC(=O)CCCC(=O)c1ccccc1 (stereo not drawn)	i	i	i	i	i	-3	i	i	2	i	i
Cc1[nH]c2ccccc2c1/C=N/NC(=O)CNC(=O)COc1ccccc1	i	i	i	i	i	9	i	i	-2	i	i
Cc1csc(NC(=O)c2ccc(Cn3nc(C)c(Br)c3C)o2)n1	100*	i	i	i	i	4	i	i	7	i	-4.8*
Cc1ccc(OCC(=O)Nc2ccc(N3CCN(S(C)(=O)=O)CC3)cc2)cc1	i	i	i	i	i	-1	i	i	-2	i	i
CCN(CC)CCNC(=O)c1ccc(CS(=O)(=O)c2ccc(Br)cc2)o1	i	i	i	i	i	-15	i	i	1	i	i
O=C(O)c1cccc(S(=O)(=O)Nc2ccccc2Cl)c1	i	i	i	i	i	-3	i	i	-1	i	i
O=C1CCC(c2ccccc2)=NN1Cc1c(F)cccc1Cl	i	i	i	i	i	-1	i	i	0	i	i
O=C(O)c1nn(CC(=O)N2CCCCCC2)c(=O)c2ccccc12	i	i	i	i	i	-8	i	i	-3	i	i
Cc1occc1C(=O)O/N=C(\N)c1ccc(Cl)cc1	i	i	i	i	i	-5	i	i	-2	i	i
COC(=O)c1ccc(S(=O)(=O)NCc2ccco2)o1	i	i	i	i	i	3	i	i	-1	i	i
CSc1nc(C)cc(Oc2ccccc2)n1	i	i	i	i	i	10	i	i	-3	i	i
CN(c1cccc(Cl)c1)S(=O)(=O)c1cccc(C(=O)NC2=NCCS2)c1	i	i	i	i	i	6	i	i	6	i	i
CC1CCC(C(C)C)C(OC(=O)CSc2nnc(N)s2)C1 (stereo not drawn)	i	i	i	i	i	x	i	i	-7	i	i
CCOC(=O)NNc1ccc(C(F)(F)F)cn1	i	i	i	i	i	-5	i	i	3	i	i
COc1ccc(OCc2nnc(SCC(=O)Nc3ccccc3C#N)o2)cc1	i	i	i	i	i	8	i	i	1	i	i
Oc1c(C2=NCCNC(C(F)(F)F)=C2)ccc2ccccc12	x	x	i	i	i	x	-5*	x	-27	i	x
CN(CC(=O)Nc1ccc(Cl)cc1)C(=O)CNC(=O)c1ccc(Br)o1	i	i	i	i	i	2	i	i	0	i	i
CCCP(=O)(CC(=O)O)c1ccccc1 (stereo not drawn)	i	i	i	i	i	-5	i	i	-1	i	i
COc1ccc(CNC/C=C/c2ccccc2)cc1	i	i	i	i	i	6	i	i	3	i	i
CC(c1nc2ccccc2c(=O)[nH]1)N(C)c1ccc2ccccc2c1 (stereo not drawn)	i	i	i	i	i	-3	i	i	-2	i	i
CCN(c1ccc(OC)cc1)S(=O)(=O)c1nnc(NC(=O)CC(C)C)s1	i	i	i	i	x	-2	i	i	-1	i	i
Cc1cc(C)cc(N(C(=O)c2cccs2)C2C=CS(=O)(=O)C2)c1 (stereo not drawn)	i	i	i	i	i	-4	i	i	1	i	i
C/C(=N\NC(N)=S)c1ccc(-n2ccnc2)cc1	i	i	i	i	i	-2	i	i	5	i	i
COc1ccccc1CNS(=O)(=O)c1c(C(=O)N2CCCCCC2)c(C)n(C)c1C	i	i	i	i	i	-1	i	i	-7	i	i
NS(=O)(=O)c1ccc(CCNc2ccc(C(F)(F)F)cn2)cc1	i	i	i	i	i	4	i	i	0	i	i
O=C(NCCN1CCN(c2ccccc2F)CC1)C1c2ccccc2C(=O)N2CCc3ccccc3C12 (stereo not drawn)	i	i	i	i	x	1	i	i	7	i	i
COc1ccccc1C(C[N+](=O)[O-])c1c(N)n(C)c(=O)n(C)c1=O (stereo not drawn)	i	i	i	i	i	2	i	i	-5	i	i
CN(c1ccccc1)S(=O)(=O)c1cccc(C(=O)NNC(=O)c2ccccc2)c1	25*	i	i	i	i	5	i	i	-3	i	i
CNc1ccc(S(=O)(=O)NCC(=O)NCCCc2ccccc2)cc1[N+](=O)[O-]	i	i	i	i	i	-10	i	i	-1	i	i
COc1ccc(/C=C/C(=O)OCC(=O)Nc2ccc(S(N)(=O)=O)cc2)cc1OC	i	i	i	i	i	3	i	i	1	i	i
Cn1c(O)c(N=NC(=O)c2cc(-c3cccs3)nc3ccccc23)c2ccccc21	i	i	i	i	i	2	i	i	80*	i	i
Cc1ccc(OCCCC(=O)N(C)CC(=O)Nc2ccccc2Br)cc1	i	i	i	i	i	-1	i	i	-42	i	i
CCCS(=O)(=O)N1CCCC(C(=O)NCCCN(C)c2ccccc2)C1 (stereo not drawn)	i	i	i	i	i	-7	i	i	5	i	i
C=CCN(c1ccc(C(=O)N2CCN(c3ccc(F)cc3)CC2)cc1)S(C)(=O)=O	i	i	i	i	i	2	i	i	1	i	i
COC(=O)[C@@]12CCCCN1[C@H](c1ccc(-c3cc(C(C)=O)cs3)c(OC)c1)[C@H]1C(=O)N(C)C(=O)[C@H]12	i	i	x	x	i	-7	x	i	x	x	i
CCN1CCC(NC(=O)c2cc(OC)c(OC)cc2OC)CC1	i	i	i	i	i	2	i	i	-11	i	i
O=C(N/N=C/c1ccc(OC(F)F)cc1OC(F)F)c1ccc(Br)cc1	i	i	i	i	i	4	i	i	6	i	i
Cc1ccc(NC2OC(CO)C(O)C2O)cc1[N+](=O)[O-] (stereo not drawn)	i	i	i	i	i	x	i	i	3	i	i
Cc1ccc(S(=O)(=O)N2CCN(CC(=O)N/N=C\c3ccncc3)CC2)cc1	i	i	i	i	i	3	i	i	2	i	i
Cc1cc(C)c(S(=O)(=O)Nc2nnc(C)s2)c(C)c1	i	i	i	i	i	5	i	i	0	i	i
CCOC(=O)N1CCN(C(=O)C2CCC(=O)N(CCCc3ccccc3)C2)CC1 (stereo not drawn)	i	i	i	i	i	4	i	i	3	i	i
O=C(c1ccc(-c2ccccc2Cl)s1)N1CCOCC1	i	i	i	i	i	-5	i	i	13	i	i

Remaining list, next part.
mol	ANO1 block	MrgX1 PAM	RGS4 block	RGS4 pot	TMEM16A act	HDAC3 inh	TRPC6 inh	MrgX1 ag	SKKanGAS inh	TRPC6 activator	MrgX1 antagonist
CSc1cccc(NC(=O)Cn2cnc(S(=O)(=O)N3CCCC3)c2)c1	i	i	i	i	i	-4	i	i	-5	i	i
COc1cc(C(=O)NCCOc2cc(C)cc(C)c2)c(Br)c(OC)c1OC	i	i	i	i	i	1	i	i	-17	i	i
C/C(=N\NC(=O)C1CC1c1ccccc1)c1ccc(C)s1 (stereo not drawn)	i	i	i	i	i	6	i	i	-4	i	i
O=C(NNC(=S)Nc1ccc(Cl)cc1Cl)C1CC1	i	i	i	i	i	0	i	i	1	i	i
CC(=O)c1sc(NC(=O)c2ccccc2F)nc1C	i	i	i	i	i	-10	i	i	4	i	i

Compound activity from PubChem BioAssay.
